# CCR6 antag: blocks CCL20-driven beta-arrestin recruitment at human CCR6. CHO-K1 CCR6 PathHunter beta-arrestin, luminescence, CCL20-stimulated. inhibition, % at 20 µM. actives 0.49% (n = 340,000);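 active = compounds whose inhibition of the agonist-driven luminescence signal at 20 µM reaches about 50%, limit read from the data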;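 also: cells stimulated with CCL20 at 14 nM final; plate controls were DMSO with CCL20 for no effect and DMSO without agonist for full effect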
# Jurkat NFkB inh: lowers PMA/ionomycin-induced NF-kB signal in Jurkat cells; PMA/ionomycin-induced NF-kB luciferase reporter, luminescence; inhibition, % at 4 µM; actives 0.53% (n = 330,000); AID 435003; in the data active = inhibition above about 50%
# UBC13 inh: blocks human UBC13 polyubiquitin chain formation; inhibition, % at 20 µM; AID 485273; P61088; TR-FRET; actives 0.47% (n = 330,000); in the data active = inhibition above about 45%, passing the limit was not always enough
# Target sequence (P61088 whole entry, looked up): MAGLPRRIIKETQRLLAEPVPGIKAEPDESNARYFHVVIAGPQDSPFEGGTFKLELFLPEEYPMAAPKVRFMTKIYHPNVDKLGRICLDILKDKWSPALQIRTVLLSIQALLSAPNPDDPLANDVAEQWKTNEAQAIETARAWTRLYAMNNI
# APJ antagonist: blocks the human apelin receptor APJ | AID 2521 | actives 0.32% (n = 330,000) | CHO-K1 APJ beta-arrestin complementation, luminescence | P35414 | inhibition, % at 20 µM;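 active = inhibition above about 40% at 20 µM, limit read from the data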;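 also: cells challenged with 10 nM apelin-13 agonist together with compound; plate controls were apelin-13 plus DMSO wells for no effect and DMSO wells lacking apelin-13 for full effect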
# Target sequence (P35414 whole entry, looked up): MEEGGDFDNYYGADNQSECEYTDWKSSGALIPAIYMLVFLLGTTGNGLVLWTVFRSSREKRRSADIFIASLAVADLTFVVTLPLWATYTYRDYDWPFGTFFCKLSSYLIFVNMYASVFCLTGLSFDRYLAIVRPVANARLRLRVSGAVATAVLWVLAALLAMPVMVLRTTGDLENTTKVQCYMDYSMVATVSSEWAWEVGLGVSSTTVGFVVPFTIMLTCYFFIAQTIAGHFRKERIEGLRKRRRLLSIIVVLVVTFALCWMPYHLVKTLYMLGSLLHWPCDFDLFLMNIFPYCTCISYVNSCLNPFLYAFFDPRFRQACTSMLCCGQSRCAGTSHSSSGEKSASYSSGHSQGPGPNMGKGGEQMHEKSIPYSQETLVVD
# Gli-Sufu block: antagonists of Gli-Sufu signaling. Sufu-KO-LIGHT fibroblasts, Gli luciferase reporter luminescence. inhibition, % at 5 µM. actives 0.74% (n = 340,000). AID 588413;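 active = inhibition above about 55%, limit read from the data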;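 also: 0% = DMSO-treated cells and 100% = wells with medium but no cells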
# EBI2 antag: antagonists of human EBI2 receptor. P32249. EBI2 beta-arrestin recruitment, luminescence, 7a,25-OHC stimulated. inhibition, % at 5 µM. actives 0.81% (n = 360,000). AID 651636; in the data active = inhibition above about 38%;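 also: enzyme fragment complementation signal reports receptor beta-arrestin coupling in cells; 0% = agonist plus DMSO wells and 100% = wells without agonist; some results beyond the cut were filed as inactive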
# Target sequence (P32249 whole entry, looked up, the tested form may be a part): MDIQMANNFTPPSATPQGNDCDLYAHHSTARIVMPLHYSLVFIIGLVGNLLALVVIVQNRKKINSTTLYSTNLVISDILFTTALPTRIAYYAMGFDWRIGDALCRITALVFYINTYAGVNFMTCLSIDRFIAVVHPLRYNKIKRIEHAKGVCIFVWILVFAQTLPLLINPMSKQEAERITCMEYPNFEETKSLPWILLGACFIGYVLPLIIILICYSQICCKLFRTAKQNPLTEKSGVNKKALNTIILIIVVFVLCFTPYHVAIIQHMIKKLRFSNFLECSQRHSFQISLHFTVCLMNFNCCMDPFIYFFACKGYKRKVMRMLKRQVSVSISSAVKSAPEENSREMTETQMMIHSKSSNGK
# 697 NFkB inh: lowers PMA/ionomycin-induced NF-kB signal in 697 B cells; 697 B-cell NF-kB luciferase reporter, 16 h; inhibition, % at 4 µM; actives 0.33% (n = 330,000); in the data active = inhibition above about 35%
# CXCR6 inh: blocks human CXCR6 beta-arrestin recruitment. O00574. actives 0.36% (n = 360,000). inhibition, % at 20 µM. CHO-K1 PathHunter CXCR6 beta-arrestin, luminescence. AID 602244; in the data active = inhibition above about 34%, passing the limit was not always enough;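 also: antagonist mode with CXCL16 agonist at 10 nM final; 0% = 10 nM CXCL16 with DMSO and 100% = unstimulated wells without agonist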
# The depositor's hits bear a star; . = no result given.
no.	mol	Jurkat NFkB inh	Gli-Sufu block	CCR6 antag	UBC13 inh	697 NFkB inh	CXCR6 inh	APJ antagonist	EBI2 antag
1	COC(=O)Nc1ccc(S(=O)(=O)N(CCO)CCO)cc1	-6	-3	-6	-2	10	6	7	-11
2	CCOc1ccc(-c2nnc(SCC(=O)N3CCCC3)o2)cc1	-42	-41	13	-4	-41	5	-20	-11
3	O=C(CCc1ccccc1)Nc1c(F)c(F)c(F)c(F)c1F	.	-20	5	.	.	0	.	-10
4	Cc1cc(C)c(C(=O)C(C)OC(=O)c2ccc(Cl)nc2)cc1C (stereo unspecified)	2	-2	25	2	-13	-16	11	-8
5	Cn1c(=O)c2c(nc(CN3CCc4ccccc4C3)n2Cc2ccccc2F)n(C)c1=O	5	-6	-1	-2	7	9	9	3
6	CCC(CC)c1nc(C(N)=O)c2[nH]c(=O)n(-c3ccc(OC)c(OC)c3)c2n1	-20	-2	7	-8	-16	0	6	6
7	CCSC1OC(C(COC(C)=O)OC(C)=O)C(OC(C)=O)C1NC(C)=S (stereo unspecified)	.	10	13	.	.	0	.	-10
8	COc1cc(/C=N/NC(=O)c2ccccc2Cl)ccc1Oc1ccc([N+](=O)[O-])cn1	8	-10	0	-20	-9	-10	1	-5
9	O=C(Cn1ncc2c3ccccc3n(Cc3ccccc3F)c2c1=O)NCCCN1CCCC1=O	-8	-6	8	5	-14	9	14	2
10	CCn1c(=O)c(C(=O)NCCc2ccccc2)c(O)c2ccccc21	-5	12	-3	34	15	7	-5	14
11	O=C(C/C=N/OCc1ccc(Cl)cc1)c1cnc(-c2ccccc2)s1	-4	-1	2	-9	-7	9	-6	14
12	CC(=O)Nc1ccc(NC(=O)/C=C/c2ccc(Cl)cc2)cc1	-10	-4	6	0	13	2	8	2
13	COc1cc(OC)cc(C(=O)N2CCN(S(=O)(=O)c3ccc(Cl)s3)CC2)c1	2	-5	7	-3	-14	4	1	3
14	CCCC[C@@H]1C=C(C(=O)O)[C@H](c2ccc(Br)cc2)N1S(=O)(=O)c1ccc(C)cc1	11	-22	2	-2	11	8	3	5
15	COc1ccc(-c2nc(CS(=O)CC(=O)NC3CCCCC3C)c(C)o2)cc1 (stereo unspecified)	11	-12	1	-2	-1	-6	-3	7
16	O=C(C1CCN(S(=O)(=O)Cc2ccccc2)CC1)N1CCN(c2ncccn2)CC1	-1	-4	4	5	16	-9	0	-9
17	CC(C)C(=O)Nc1nnc(Cc2c[nH]c3ccccc23)s1	-12	6	3	6	10	-4	9	4
18	CC(C)(C#N)C(C)(C)c1nn[nH]n1	4	-8	12	0	11	0	8	-13
19	CCOC(=O)c1oc2nc3c(cc2c1N)COC(C)(C)C3	-2	12	-5	16	21	-2	18	-3
20	COc1ccccc1N1CCN(/N=C/c2ccc(O)cc2O)CC1	-57	-51	2	-3	-107	16	5	0
21	Cc1ccc(C2C(C(=O)c3ccco3)=C(O)C(=O)N2c2ncccn2)cc1 (stereo unspecified)	17	5	4	-5	7	0	30	-1
22	Cc1cc(N2CCCCC2)c(F)cc1[N+](=O)[O-]	-14	4	-10	-4	-13	0	21	6
23	CC(=O)NC(CC(=O)NNC(=O)COc1c(C)cccc1C)c1ccccc1 (stereo unspecified)	10	-1	-4	0	10	-7	1	-3
24	CC1(C)CN(c2ccc(-c3ccnc4ncnn34)cc2)C1=O	-4	-1	-4	14	19	0	0	2
25	Cc1cccc(N2CCN(C(=O)Cn3nc(C)n4cccc4c3=O)CC2C)c1 (stereo unspecified)	-2	17	-4	-9	12	-2	1	0

# Taken from above:
# no. 7 in EBI2 antag → -10
# no. 17 in EBI2 antag → 4
# no. 16 in UBC13 inh → 5
# no. 3 in Gli-Sufu block → -20

# In the list so far, these have sulfur:
no.	mol	Jurkat NFkB inh	Gli-Sufu block	CCR6 antag	UBC13 inh	697 NFkB inh	CXCR6 inh	APJ antagonist	EBI2 antag
1	COC(=O)Nc1ccc(S(=O)(=O)N(CCO)CCO)cc1	-6	-3	-6	-2	10	6	7	-11
2	CCOc1ccc(-c2nnc(SCC(=O)N3CCCC3)o2)cc1	-42	-41	13	-4	-41	5	-20	-11
7	CCSC1OC(C(COC(C)=O)OC(C)=O)C(OC(C)=O)C1NC(C)=S (stereo unspecified)	.	10	13	.	.	0	.	-10
11	O=C(C/C=N/OCc1ccc(Cl)cc1)c1cnc(-c2ccccc2)s1	-4	-1	2	-9	-7	9	-6	14
13	COc1cc(OC)cc(C(=O)N2CCN(S(=O)(=O)c3ccc(Cl)s3)CC2)c1	2	-5	7	-3	-14	4	1	3
14	CCCC[C@@H]1C=C(C(=O)O)[C@H](c2ccc(Br)cc2)N1S(=O)(=O)c1ccc(C)cc1	11	-22	2	-2	11	8	3	5
15	COc1ccc(-c2nc(CS(=O)CC(=O)NC3CCCCC3C)c(C)o2)cc1 (stereo unspecified)	11	-12	1	-2	-1	-6	-3	7
16	O=C(C1CCN(S(=O)(=O)Cc2ccccc2)CC1)N1CCN(c2ncccn2)CC1	-1	-4	4	5	16	-9	0	-9
17	CC(C)C(=O)Nc1nnc(Cc2c[nH]c3ccccc23)s1	-12	6	3	6	10	-4	9	4

# The list continues:
no.	mol	Jurkat NFkB inh	Gli-Sufu block	CCR6 antag	UBC13 inh	697 NFkB inh	CXCR6 inh	APJ antagonist	EBI2 antag
26	O=C(O)CCC(=O)Nc1nc2nc(-c3ccccc3)cc(-c3ccccc3)n2n1	6	-6	3	0	16	-11	-24	-3
27	CCOC(=O)c1cc(-c2ccco2)nc2c1c(C)nn2-c1ccccc1	6	0	19	24	1	7	22	1
28	O=c1c2cc(Cl)ccc2nc(-c2ccccc2Cl)n1O	-1	4	-10	-4	8	-3	-7	-7
29	COc1cc(NC(=O)COc2ccc(Cl)cc2)ccc1-c1cc2ccccc2oc1=O	31	7	-5	13	-1	-12	12	4
30	O=C(O)c1ccc2ncsc2c1	1	-6	5	28	-21	4	2	0
31	CCn1c(SCC(=O)NNC(=O)Cc2ccccc2)nnc1-c1ccncc1	9	-6	1	6	5	2	1	-2
32	CC(C)CCCN1C(N(C)C)=NC[C@@H]1Cc1ccccc1	-12	34	13	4	-9	4	-48	-1
33	CCOCCCNC(=O)C1CCN(C(=O)N(C)C)CC1	15	6	1	-2	10	-6	15	6
34	Cc1nn(Cc2ccc(Cl)cc2)c2sc(C(=O)O)cc12	0	1	7	3	5	5	2	0
35	CN(C)c1ccc(NC(=O)C(=O)C2C(=O)Nc3ccccc32)cc1 (stereo unspecified)	3	-20	12	1	-6	-2	4	0
36	CN(C(=O)c1ccc(NC(=O)Cc2cccc(NC(=O)C3CCN(C(=O)c4ccccc4)CC3)c2)cc1)C1CCCC1	-14	-11	-12	3	-11	-4	19	1
37	COc1ccc2[nH]cc(CCNC(=O)COc3cc(C)cc4oc(=O)cc(C)c34)c2c1	-11	-16	4	26	5	-2	-57	13
38	Cc1ccc(CCNC(=O)C2CCN(C(=O)N(C)C)CC2)cc1	-7	-2	20	2	-1	-3	-13	-7
39	CCOC(=O)N1CCN(C(=O)CN(c2ccc(OCc3ccccc3)cc2)S(C)(=O)=O)CC1	5	-2	-9	11	6	4	2	-8
40	CCN(CC(=O)Nc1cccc(OC)c1)CC(=O)Nc1ccc(Br)c(C)c1	5	.	6	4	-7	-7	4	-1
41	Cc1ccsc1CN(C)CC(=O)NCC(=O)Nc1ccc(F)cc1	0	0	-5	1	-5	4	12	-7
42	CC(C)(C)OC(=O)NCc1ccc(CNC(=O)c2nc[nH]c2C(=O)N2CCN(c3ccccc3)CC2)cc1	-16	17	6	-30	9	-2	-2	5
43	COc1cccc(CC(=O)Nc2cc(S(=O)(=O)N3CCCCC3)ccc2C)c1	-10	-4	10	-4	0	3	-32	-3
44	COc1ccccc1CNC(=O)C(=O)NCC1OCCN1S(=O)(=O)c1ccccc1 (stereo unspecified)	11	-5	2	1	15	7	1	2
45	O=C1c2cccc3c([N+](=O)[O-])ccc(c23)C(=O)N1CC1CCCO1 (stereo unspecified)	16	3	27	-62	2	19	-33	32
46	FC(F)(F)c1ccc(/C=N/n2c(C3CCCCC3)n[nH]c2=S)cc1	-25	14	13	-8	-6	5	-5	0
47	N/C(=N\OC(=O)CN1C(=O)c2ccccc2C1=O)c1ccc(Br)cc1	-7	-1	7	3	-1	-6	-25	-4
48	O=S1(=O)C=C(N2CCOCC2)c2ccccc21	7	15	2	2	10	4	5	3
49	CC(=O)c1ccc(Oc2cc(C)nc(N3CCOCC3)n2)cc1	-1	-11	5	17	-6	3	-7	-6
50	COCCN1Cc2cccc(C(=O)Nc3ccc(C)c(C)c3)c2C1=O	-7	27	3	5	-8	-7	26	11
51	O=C(O)CSc1nnc(-c2cccnc2)n1Cc1ccccc1	-1	-1	-12	8	17	-1	2	1
52	CC(=O)c1cccc(OC(=O)c2ccccc2)c1	.	7	13	.	.	-6	.	-13
53	N/C(=N\OC(=O)C(c1ccccc1)c1ccccc1)c1cccnc1	-6	-1	6	-10	4	1	-8	14
54	CNC(=S)N/N=C/c1ccc(-c2ccc(C(=O)O)cc2)o1	-6	-19	12	0	-6	3	18	-2
55	CCOC(=O)C1CCCN(C(=O)c2ccc(OC(C)=O)cc2)C1 (stereo unspecified)	4	-3	-10	4	28	-5	6	3
56	Cc1c(Cl)cnc(NC(=O)COC(=O)CCc2nc3ccccc3s2)c1Cl	-1	-6	4	6	-8	-8	2	-3
57	O=C(NC1CC2CCC1C2)c1ccc(CN2CCOCC2)cc1 (stereo unspecified)	-17	-12	1	-10	-22	-9	0	-1
58	N#Cc1cc[n+](CC(=O)c2ccc(NC(=O)c3ccccc3)cc2)cc1	-9	6	6	-5	-14	10	22	4
59	C[C@@H]1O[C@@H]1P(=O)(O)O	11	-2	4	-10	6	-3	18	-2
60	Cc1cnc(CNC(=O)C2CCC(=O)N(CCc3ccc(Cl)cc3)C2)cn1 (stereo unspecified)	-11	7	8	-2	-10	-3	27	-1
61	Cc1cc(C)n(/C(=C/N(C)C)C(=O)c2ccccc2)n1	7	-30	-4	-17	17	5	10	-11
62	CC(=O)Nc1ccc(S(=O)(=O)N(Cc2ccccc2)c2ccccn2)cc1	13	-4	22	6	-5	0	6	0
63	O=C1CC(N2CCOCC2)C(=O)N1c1ccc2c(c1)OCO2 (stereo unspecified)	2	1	8	3	6	-8	8	-24
64	Nc1nc2c(Cl)cc(Cl)cc2s1	-5	6	-11	-2	15	-10	-4	-5
65	O=S(=O)(Nc1cc(S(=O)(=O)N2CCOCC2)ccc1NCC1CCCO1)c1ccccc1 (stereo unspecified)	-9	0	6	3	8	-2	11	-2
66	Nc1nc(-c2ccccc2Cl)cs1	.	-20	-6	.	.	-2	.	-1
67	Cc1cccc(NS(=O)(=O)c2c(C)[nH]c(C)c2C(=O)N2CCCC2)c1	8	-8	13	2	10	-7	-1	1
68	COc1ccc(C(=O)NCCS(=O)(=O)N2CCc3ccccc3C2)cc1OC	4	-3	7	-1	14	-4	15	4
69	Cc1c(N=Cc2cc3c(cc2[N+](=O)[O-])OCO3)cccc1[N+](=O)[O-]	5	2	-10	-28	10	-15	-20	21
70	CCOC(=O)CCC(NC(=O)CCCCCCCCC(=O)NC(CCC(=O)OCC)C(=O)OCC)C(=O)OCC (stereo unspecified)	-8	-3	28	3	-2	-7	-31	-10
71	O=c1[nH]c(C2CCCN(S(=O)(=O)c3cccc(F)c3)C2)nc2c1nnn2Cc1ccccc1 (stereo unspecified)	-10	25	8	1	-12	12	12	17
72	Cc1nnc(NC(=O)c2ccc3ccccc3n2)s1	-57	-55	23	-15	-32	0	12	5

# Two entries drawn at random from those above:
no.	mol	Jurkat NFkB inh	Gli-Sufu block	CCR6 antag	UBC13 inh	697 NFkB inh	CXCR6 inh	APJ antagonist	EBI2 antag
62	CC(=O)Nc1ccc(S(=O)(=O)N(Cc2ccccc2)c2ccccn2)cc1	13	-4	22	6	-5	0	6	0
53	N/C(=N\OC(=O)C(c1ccccc1)c1ccccc1)c1cccnc1	-6	-1	6	-10	4	1	-8	14

# Assay outcomes: PubChem, Sanford-Burnham Center for Chemical Genomics
